# Rat MKP-3 inhibitors: inhibition of rat DUSP6 enzyme activity – biochemical, in vitro, primary screen (AID 425); hit rate 0.17% among 110,000; inhibition, % at 20 µM; hits with a dose series show IC50 in µM; recombinant MKP-3 phosphatase activity, fluorescence; higher % means a stronger effect; in the data active = inhibition above about 50%;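 also: plate controls were vehicle for no effect and reference inhibitor for full effect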
# Hsp70 displacement: small molecules displacing fluorescent ligand from Hsp70 – biochemical, fluorescence polarization, primary screen (AID 583); Hsp70 fluorescence polarization probe displacement, mP; higher % means a stronger effect; hit rate 0.06% among 140,000; displacement, % at 20 µM, or IC50 in µM where a hit was titrated; in the data active = displacement above about 50%;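 also: plate controls were vehicle for no effect and reference ligand for full effect; a part of the inactive calls stands beside numbers as strong as those of hits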
# The depositor's hits bear a star; . = no result given; & = joins results of further samples. Only part of the results is shown; the hit share may differ from the screen's.
SMILES,Rat MKP-3 inhibitors,Hsp70 displacement
COc1cc(OC)cc(C(=O)NCC2CCCO2)c1 (stereo not given),-12%&1%,1.4%&-0.1%
Cc1ccc(C)c2[nH]c(=O)c(CN(Cc3ccc4c(c3)OCO4)Cc3nnnn3Cc3ccco3)cc12,1%,1.4%
O=C1CCC(C(=O)c2ccccc2)C(O)=C1C=NCCO (stereo not given),3%,-1.6%
O=C(NCCc1ccccc1)C1CC(=O)N(C2CCCCCC2)C1 (stereo not given),-5%,4.4%
Cc1ccc(Cn2c(=O)n(Cc3ccco3)c(=O)c3ccccc32)cc1,0%,1.4%
O=C1CCCC2=C1C(c1ccccc1)CC(=O)N2c1ccccc1 (stereo not given),-15%,1.5%
COc1cccc(/C=C/C(=O)c2ccc(F)cc2)c1OC,9%,2.2%
Cc1cc(C)c(-n2c(C)cc(/C=C3/NC(=O)NC3=O)c2C)c(C)c1,.,-1.3%
COc1ccc(C(=O)Nc2ccc(S(=O)(=O)Nc3cc(C)nc(C)n3)cc2)c(OC)c1,-5%,-0.5%
CC(C)(C)c1ccc(OCC(=O)Nc2ccccc2-c2ccccc2)cc1,5%,3.3%
Cc1ccc(C(=O)N/C(=C/c2ccccc2Cl)C(=O)Nc2ccc(S(=O)(=O)Nc3nccs3)cc2)cc1,0%,3.7%
CC1(C)CC(NC(=O)c2cccc3ccccc23)CC(C)(C)N1,.,6.0%
COc1cc(/C=C2/SC(=S)NC2=O)cc(Cl)c1O,-4%,-19%
Cc1cc(Cl)ccc1OCCCC(=O)NCC1CCCO1 (stereo not given),.,9.2%
CCOC(=O)C1=C(C)N=C2SCC(=O)N2C1c1ccc2c(c1)OCO2 (stereo not given),0%,2.1%
CN(C)CCCOC(=O)Cc1ccc(Cl)cc1,1%,-2.2%
CC(C)OC(=O)CSc1nnc(-c2cnccn2)n1-c1ccccc1,-1%,2.3%
Cc1nc2c(c(-c3ccccc3)c1C#N)C(=O)c1ccccc1-2,.,-0.5%
CC(C)(C)NC(=O)C(c1ccccc1F)N(Cc1ccco1)C(=O)c1csnn1 (stereo not given),-8%,-5.9%
CCc1c(O)nc(SCCN(CC)CC)n(-c2ccccc2)c1=O,2%,-4.1%
CCOC(=O)c1c(NC(=O)c2ccc(Cl)cc2)sc(C(=O)Nc2ccccc2C(F)(F)F)c1C,2%,-3.7%
Cc1ccc2oc(=O)c3cnn(CC(=O)Nc4ccccc4N4CCN(C)CC4)c3c2c1,-8%,6.6%
CCCOc1ccccc1C(=O)N(Cc1ccco1)C1CCS(=O)(=O)C1 (stereo not given),-10%,.
CCOC(=O)C1=C(C)NC(SCC(=O)OC)=C(C#N)C1c1ccc(C(=O)OC)cc1 (stereo not given),-14%,0.6%
COc1cc2cc(C(c3nnnn3C(C)(C)C)N3CCC(C)CC3)c(=O)[nH]c2cc1OC (stereo not given),.,0.8%
Cc1ccc(-n2nnnc2SC(C)C(N)=O)c(C)c1 (stereo not given),-16%,-1.2%
Cc1cc(C)n(C(=O)COc2ccccc2C)n1,.,5.8%
CCCn1nnc(NC(=O)c2cccnc2Cl)n1,.,1.7%
O=C(NCCCN1CCOCC1)c1cccs1,-6%,4.8%
Cc1onc(-c2c(Cl)cccc2Cl)c1C(=O)Nc1ccc2ccccc2c1,-1%,-0.4%
Cn1c(NC(=O)c2ccccc2Br)cc(=O)n(C)c1=O,0%,12%
COc1ccc(C2/C(=C(/O)c3ccccc3)C(=O)C(=O)N2C)cc1 (stereo not given),-12%,1.3%
O=C(O)c1cc2ccc(O)cc2oc1=O,-1%,6.4%
COc1ccc(C2NC(C(=O)O)Cc3c2[nH]c2ccccc32)cc1OC (stereo not given),.,6.3%
CCOC(=O)C(C(C)=O)C1=C(c2ccc([N+](=O)[O-])cc2)C(=O)c2ccccc2C1=O (stereo not given),6%,-2.7%
O=C(Nc1nc2ccccc2s1)c1ccc2c(c1)OCO2,-3%,4.0%
CC1CCN(C(=O)CN(c2ccc3c(c2)OCO3)S(C)(=O)=O)CC1,-3%,6.7%
O=C1c2cccc3c(N4CCCCC4)ccc(c23)C(=O)N1c1ccc(Cl)cn1,0%,-7.7%&77%
Cc1ccc(NC2=NCC(=O)N2C2CCCC2)c(C)c1,.,7.6%
CCOc1ccc(/C=C(\NC(=O)c2ccc(C)cc2)c2nc3ccccc3[nH]2)cc1,1%,2.8%
COc1ccc(C2NC(=O)NC3=C2CCc2ccccc23)cc1 (stereo not given),-3%&-6%,-1.2%&3.4%
O=C(NCc1ccncc1)c1ccc(-c2ccccc2)cc1,-2%,-1.8%
CCOC(=O)N1CCN(C2=CC(=O)OC23CCCCC3)CC1,-4%,0.9%
COCCCNC(=O)CS(=O)Cc1nc(-c2cccc(OC)c2)oc1C (stereo not given),-12%,7.2%
CCc1c(C(=O)Nc2ccc(OC)c(Cl)c2)[nH]c(C)c1C(C)=O,-7%,4.6%
O=C(CCCC(=O)N1CCN(c2ccccc2F)CC1)N1CCN(c2ccccc2F)CC1,8%,-4.0%
O=C(NCCCN1CCOCC1)c1ccccc1,.,-2.5%
O=C(NCc1ccccc1)Oc1cccc(Cl)c1,.,3.9%
Cc1coc(NC(=O)CSc2nc(-c3ccc(Cl)cc3)cc(C(F)(F)F)c2C#N)n1,.,-29%
O=C1c2c(Cl)c(Cl)c(Cl)c(Cl)c2C(=O)N1c1ncccn1,0%,-6.0%
O=C1COc2ccc(C(=O)COC(=O)Cn3cnc4ccccc43)cc2N1,-10%,0.6%
N#CCSc1nnc(CNc2ccc(F)cc2)o1,.,-2.8%
COc1ccc(CCNC(=O)COc2cc(C)c(Cl)c(C)c2)cc1OC,3%,-0.3%
CC1(C)NC(=O)N(CC(O)COc2cccc(F)c2)C1=O (stereo not given),-10%,-0.4%
Cc1nc(NCc2ccccn2)c2ccccc2n1,-1%,7.6%
Cc1cc(-c2ccccc2)c2ccc(O)cc2n1,0%,20%
COc1ccc(CN2C(=O)CCC2(C)C(=O)NCc2cccnc2)c(OC)c1 (stereo not given),4%,1.6%
COc1cc(NC(=O)C2CCCO2)c(OC)cc1Cl (stereo not given),.,-23%
CCC1CCc2c(sc(NC(=O)c3cc4ccccc4oc3=O)c2C#N)C1 (stereo not given),4%,3.7%
CCCCCOC(=O)Cn1c(N2CCCCCC2)nc2c1c(=O)[nH]c(=O)n2C,-8%,-2.0%

# Compounds from the list above that contain a tert-butyl group:
SMILES,Rat MKP-3 inhibitors,Hsp70 displacement
CC(C)(C)c1ccc(OCC(=O)Nc2ccccc2-c2ccccc2)cc1,5%,3.3%
CC(C)(C)NC(=O)C(c1ccccc1F)N(Cc1ccco1)C(=O)c1csnn1 (stereo not given),-8%,-5.9%
COc1cc2cc(C(c3nnnn3C(C)(C)C)N3CCC(C)CC3)c(=O)[nH]c2cc1OC (stereo not given),.,0.8%

# Remaining list, next part
SMILES,Rat MKP-3 inhibitors,Hsp70 displacement
O=C(Nc1ccc2c(c1)oc1ccccc12)c1ccc(I)cc1,-1%,-4.0%
CCOC(=O)c1ccccc1N1C(=O)C2C3C=CC(C3)C2C1=O (stereo not given),1%,-2.6%
O=C(N1CCOCC1)N1CCCC(c2nc(-c3cccs3)no2)C1 (stereo not given),-1%,-1.0%
OCCn1c(CSc2nc3ccccc3n2CCO)nc2ccccc21,-3%,4.2%
COc1cc(C2C3C(C)N(C)C(=O)N(C)C3N(C)C(=O)N2C)ccc1O (stereo not given),1%&-1%,0.9%&-3.5%
N#Cc1ccc(CN2CCN(C(=O)c3ccccc3)CC2)c(Cl)c1,-4%,-2.5%
CC(C)=N/N=C1/NC(=O)C(CC(=O)Nc2ccccc2Br)S1 (stereo not given),-1%,0.3%
CCCc1cc2c(-c3ccccc3)cc(=O)oc2cc1OC,1%,-0.3%
CN(C)CCSc1nc(O)c(-c2ccccc2)c(=O)[nH]1,2%,1.9%
O=C(Nc1cccc(C(F)(F)F)c1)/C(=C\c1cccs1)NC(=O)c1cccs1,3%,0.9%
COc1ccc(-c2noc(CCC(=O)O)n2)cc1,.,-5.2%
O=P(COCC1CCCO1)(c1ccccc1)c1ccccc1 (stereo not given),-4%,0.4%
CCCOC(=O)NC(CC)COC(=O)Nc1cc(C)ccc1C (stereo not given),-5%,-2.5%
CCOC(=O)c1c(C)oc2ccc(NS(=O)(=O)c3ccc4c5c(cccc35)C(=O)N4)cc12,0%,-0.3%
COc1ccc(/C=C/C(=O)Nc2scc(-c3cccs3)c2C(=O)O)cc1OC,1%,-1.3%
CCOC(=O)c1c(NC(=O)CN2CCN(C)CC2)sc2c1CCC2,0%,-3.2%
O=C(Cn1cc2c(n1)CCCCC2)N1CCc2ccccc2C1,-3%,-2.3%
Cc1nc2ccc(NS(=O)(=O)c3c(C)c(C)cc(C)c3C)cc2s1,.,2.4%
Cc1cc(C)c(NC(=O)C2CCCN2C(=O)NC2CCCCC2)c(C)c1 (stereo not given),.,-0.8%
Cc1ccccc1N1C(=O)c2cccc3c(N4CCCCC4)ccc(c23)C1=O,0%,1.6%

# Complete entries, quoted from the list. Values in the order: Rat MKP-3 inhibitors, Hsp70 displacement
# Record of CCOC(=O)N1CCN(C2=CC(=O)OC23CCCCC3)CC1 → -4%, 0.9%
# Record of O=C(O)c1cc2ccc(O)cc2oc1=O → -1%, 6.4%
# Record of Cn1c(NC(=O)c2ccccc2Br)cc(=O)n(C)c1=O → 0%, 12%
# Record of COc1ccc(C2NC(=O)NC3=C2CCc2ccccc23)cc1 (stereo not given) → -3%&-6%, -1.2%&3.4%

# (more compounds)
SMILES,Rat MKP-3 inhibitors,Hsp70 displacement
Cc1cccc(C)c1NC1=NC(=S)N(c2ccccc2)C12CCOC(C)(C)C2 (stereo not given),.,-1.2%
Cn1c(=O)[nH]c(=O)c2c1nc(OC(=O)c1ccccc1)n2CC(O)COc1ccc(F)cc1 (stereo not given),-15%,1.8%
O=C(CN(c1cccc(Br)c1)S(=O)(=O)c1ccccc1)Nc1ccccc1Cl,-2%,12%
COc1ccc(/C=C/C(=O)NCCSCc2ccc(Cl)cc2)cc1OC,6%,-0.5%
COc1cccc(-c2csc(N3CCN(Cc4ccccc4)CC3)n2)c1,-1%,-8.3%
Cc1cc(C=C2C(=O)NC(=O)NC2=O)c(C)n1-c1ccc(Cl)cc1,-3%,1.4%
CC(CCC(=O)Nc1ccc(F)cc1)CC(=O)Nc1ccc(F)cc1 (stereo not given),-1%,6.7%
Cc1ccccc1C(=O)NNC(=O)c1cccc([N+](=O)[O-])c1,-2%,4.6%
COC(=O)COc1nc(C)c(Br)c(OC)n1,4%,-2.0%
O=C1NC(=O)N(c2ccc(Cl)cc2)C(=O)/C1=C/c1cc(Br)c(O)c([N+](=O)[O-])c1,3%,13%
Cn1c(=O)c2c3c(sc2n2c(SCC(=O)c4ccc(Br)cc4)nnc12)CCC3,-2%,-1.4%
COc1ccccc1-n1c(O)c(C=Nc2ccc(C)cc2)c(=O)[nH]c1=O,2%,-3.8%
COc1ccccc1/C=C/C(=O)NCC(=O)N/N=C/c1cc(Br)ccc1OC,.,11%
CCOC(=O)c1c(NC(=O)CN(CC)CC)sc2c1CCC2,-15%,1.9%
CC(=O)c1cccc(NC(=O)CN(c2ccc(C)cc2)S(=O)(=O)c2cccc3nonc23)c1,-6%,-11%
COc1cc(C(=O)NCc2ccccn2)ccc1OCc1c(C)noc1C,.,3.3%
CCCCn1c(=O)c(-[n+]2ccccc2)c([O-])c2ccccc21,.,3.2%
CCOC(=O)C1C(=O)C=C(c2ccc(NS(C)(=O)=O)cc2)CC1c1ccco1 (stereo not given),.,2.8%
Cc1nnc2c3c4c(sc3nc(-c3ccccc3)n12)COC(C)(C)C4,0%,3.8%
Cc1ccc(C23CC4CC(CC(NC(=O)Nc5ccccn5)(C4)C2)C3)cc1,3%,-3.8%
CN(CC(=O)Nn1cnnc1)S(=O)(=O)c1cc(Cl)ccc1Cl,-7%,1.8%
O=C(Nc1ccc(F)cc1)c1ccc(-c2ccccc2)cc1,-5%,2.9%
CCOc1ccc(N/C(=N/S(=O)(=O)c2ccccc2)c2ccccc2)cc1,-1%,4.6%
Cc1ccc(NC2c3ncccc3C(=O)N2Cc2ccc(F)cc2)cc1 (stereo not given),6%,13%
O=C1Nc2ccccc2N(O)N1c1cc(-c2ccccc2Cl)no1,.,8.5%
O=C(Nc1ccc2c(c1)nc1n2CCOC1)C1CCCCC1,-6%,5.7%
CC1CN(C(=O)c2cnn3c(C(F)F)cc(-c4ccccc4)nc23)CC(C)O1 (stereo not given),-2%,1.6%
CCN(CC)C(=O)COc1ccc(C=O)cc1OC,5%,0.6%
CCOC(=O)N1CCC(=C(C#N)C(=O)Nc2cc(OC)ccc2OC)CC1,0%,6.9%
Cc1ccc2nc(NC(=O)COC(=O)c3ccco3)sc2c1,-4%,-5.0%
O=C1CC(c2ccccc2)CC2=C1C(c1coc3ccccc3c1=O)Nc1ccccc1N2 (stereo not given),3%,-0.7%
CC1CN(c2nc3c(c(=O)n(C)c(=O)n3C)n2Cc2c(Cl)cccc2Cl)CC(C)O1 (stereo not given),-8%,-1.6%
O=C(Nc1nccs1)C1CCCN1S(=O)(=O)c1ccc(Cl)cc1 (stereo not given),-5%,-0.9%
CCCc1nc2ccccc2n1Cc1ccccc1,0%,3.9%
CCn1c(SCC(=O)c2ccc(O)c(O)c2)nnc1-c1ccccc1OC,-3%,-6.1%
CCS(=O)(=O)N1CCC(C(=O)N2CCN(c3ccccc3)CC2)CC1,-4%,-2.0%
COc1cc(OC)c(OC)cc1C=NCC1OCCc2ccccc21 (stereo not given),0%,-7.5%
CCCCC1CC(CSc2ncn[nH]2)OC1=O (stereo not given),-5%,-0.2%
CCCC(=O)NS(=O)(=O)c1ccc(NC(=O)c2ccc(Cl)cc2)cc1,1%,0.3%
O=C1c2ccccc2C(=O)N1CC(O)CN1CCOCC1 (stereo not given),.,-2.1%
Cc1cc2nc(-c3cccc(NC(=O)c4ccc(Br)o4)c3C)oc2cc1C,-8%,4.6%

# Bioassay records deposited in PubChem BioAssay by Sanford-Burnham Center for Chemical Genomics.
